Compound activity from PubChem BioAssay.
KCNQ2 inh – KCNQ2 channel blockers in CHO-K1 cells – cell-based, FluxOR thallium flux, B-score, primary screen (AID 2156). O88943. 20 min; hits give low values. B-score at 10 µM. actives 1.1% (n = 310,000);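 active = fluorescence ratio B-score at most minus 3 library SDs, with starting brightness B-score within 2 library SDs, cut at about -5.5 in these data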
STK33 inh – inhibitors of human STK33 kinase; actives 0.073% (n = 320,000); inhibition, % at 10 µM; AID 2661; Q9BYT3; purified STK33, MBP phosphorylation, ADP-Glo luminescence;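 active = inhibition at or above 25%, using the most active replicate where run in duplicate; inactive = inhibition below 25%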
Target sequence (Q9BYT3 whole entry, looked up): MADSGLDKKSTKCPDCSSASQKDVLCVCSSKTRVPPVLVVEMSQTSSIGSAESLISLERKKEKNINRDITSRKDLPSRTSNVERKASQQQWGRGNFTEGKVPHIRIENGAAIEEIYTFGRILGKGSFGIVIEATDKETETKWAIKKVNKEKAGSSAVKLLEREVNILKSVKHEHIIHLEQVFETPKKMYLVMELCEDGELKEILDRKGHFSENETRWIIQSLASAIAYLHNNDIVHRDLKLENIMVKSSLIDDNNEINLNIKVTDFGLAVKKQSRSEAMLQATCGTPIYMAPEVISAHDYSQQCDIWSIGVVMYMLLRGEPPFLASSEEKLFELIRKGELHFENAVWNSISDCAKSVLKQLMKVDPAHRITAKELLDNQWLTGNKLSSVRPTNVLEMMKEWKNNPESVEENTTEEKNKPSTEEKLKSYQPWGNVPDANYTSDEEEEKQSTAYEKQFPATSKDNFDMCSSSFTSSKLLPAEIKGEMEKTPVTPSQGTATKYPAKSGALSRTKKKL
OX1R FRET antag – antagonists of human orexin 1 receptor (OX1R). O43613. OX1R-expressing cells, FRET antagonist read-out. inhibition, % at 6.6 µM. actives 1.8% (n = 330,000); in the data active = inhibition mostly above about 38%, no sharp cut-off; inactive = mostly below about 40%;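 note: 0% = agonist challenge alone and 100% = reference antagonist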
Target sequence (O43613 whole entry, looked up): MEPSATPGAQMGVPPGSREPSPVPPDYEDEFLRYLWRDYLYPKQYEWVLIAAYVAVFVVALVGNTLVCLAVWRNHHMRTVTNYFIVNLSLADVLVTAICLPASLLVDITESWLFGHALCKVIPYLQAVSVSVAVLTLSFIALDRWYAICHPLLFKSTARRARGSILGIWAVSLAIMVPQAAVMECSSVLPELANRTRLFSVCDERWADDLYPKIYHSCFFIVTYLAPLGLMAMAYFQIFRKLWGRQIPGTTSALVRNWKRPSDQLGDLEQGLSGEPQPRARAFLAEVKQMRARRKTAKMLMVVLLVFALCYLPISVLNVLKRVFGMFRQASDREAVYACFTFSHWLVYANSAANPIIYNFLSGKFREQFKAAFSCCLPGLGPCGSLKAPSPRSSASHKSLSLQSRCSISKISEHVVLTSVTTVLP
The depositor's hits bear a star; i = inactive; / = no result given; & = joins results of further samples.

SMILES | KCNQ2 inh | STK33 inh | OX1R FRET antag
COc1cc2c(cc1OC)-c1cc(Nc3ccc(C)cc3)nc(=O)n1CC2 | i | 1.1 | 15
COc1ccc(C2CCCN2C(=O)Nc2ccc(Cl)cc2)cc1OC (stereo not drawn) | i | 0.3 | 27
O=c1cc(-c2ccc(O)c(O)c2)oc2c1ccc1ccccc12 | / | 4.8 | 21
Cc1ccc(S(=O)(=O)N/N=C/c2ccc(OS(=O)(=O)c3ccc(C)c([N+](=O)[O-])c3)cc2)cc1 | i | -1.1 | 6
CCOc1ccc(C(=O)COC(=O)C2COc3ccccc3O2)cc1 (stereo not drawn) | / | 7.1 | 3
Cc1ccc(N2CCN(S(=O)(=O)c3ccc(Cl)s3)CC2C)cc1 (stereo not drawn) | i | -0.3 | 10
COc1ccc(CCn2c(SCCN3CCCCC3)nc3ccccc3c2=O)cc1OC | i | 1.3 | 8
CN(C)CCN(C(=O)c1ccc(S(=O)(=O)N2CCc3ccccc32)cc1)c1nc2ccc(F)cc2s1 | i | -0.6 | 10
COc1ccc(CNC(=O)C23CN(Cc4ccccc4)CC2C(c2ccc([N+](=O)[O-])cc2)=NO3)cc1 (stereo not drawn) | i | 0.2 | 22
CC1(C)CC2CC(C)(CN2Cc2cccc([N+](=O)[O-])c2)C1 (stereo not drawn) | i | -1.1 | /
Cc1cccc(-c2nnc(SCC#N)n2-c2cccc(Cl)c2)c1 | i | -0.2 | 13
O=C(Cn1ncc2c3ccccc3n(Cc3cccc(Cl)c3)c2c1=O)NCC1CCCO1 (stereo not drawn) | i | 1.3 | 21
C[C@H](CO)N1C[C@H](C)[C@@H](CN(C)CC2CCCCC2)Oc2c(NC(=O)CCC(F)(F)F)cccc2C1=O | / | 2.0 | -2
Cc1occc1C(=O)N/N=C/C1=C(N2CCOCC2)C(=C\c2ccc(Cl)cc2)/CC1 | i | -0.7 | 6
Cc1ccc2nc(NC3=NC(CC(=O)O)C(=O)N3)nc(C)c2c1 (stereo not drawn) | i | -1.8 | 17
Cc1c(C(=O)N2CCN(c3ccc([N+](=O)[O-])cc3)CC2)sc2ncn(CC(=O)N3CCOCC3)c(=O)c12 | i | -2.0 | 38
CC(C)(C)NC(=O)c1cc(NC(=O)c2cccs2)cc(NC(=O)c2cccs2)c1 | i | -0.1 | 9
CCOC(=O)[C@H](O)[C@@H](O)c1cccc([C@H](O)[C@@H](O)C(=O)OCC)c1 | i | 0.0 | 8
O=C(CNc1cccc([N+](=O)[O-])c1)NCCCc1ccccc1 | i | -0.7 | 14
C[C@@H]1COC(=O)[C@@H](CC(=O)OC(C)(C)C)C/C=C\C[C@@H](CC(=O)N[C@H](CO)Cc2ccccc2)C(=O)N1 | / | -0.9 | 4
CC(C)(C)OC(=O)N[C@@H](Cc1ccccc1)c1nnc(S(=O)(=O)Cc2cccc(F)c2)o1 | i | -1.8 | 31
NC(=O)c1ccsc1NC(=O)COC(=O)Cc1n[nH]c(=O)c2ccccc12 | i | -0.7 | 16
C=CCNC(=O)c1ccc(NC(=O)CC2SC(N3CCCC3)=NC2=O)cc1 (stereo not drawn) | i | -0.9 | 2
COc1ccc(OCc2nnc(SCC(=O)NCc3ccco3)o2)cc1 | i | -2.1 | 15
CC(C)CNc1nc(Oc2ccc(=O)n(-c3ccccc3)n2)nc(N2CCOCC2)n1 | i | 1.7 | -1

Some of the entries so far, field by field.
COc1ccc(C2CCCN2C(=O)Nc2ccc(Cl)cc2)cc1OC (stereo not drawn)
  KCNQ2 inh: i | STK33 inh: 0.3 | OX1R FRET antag: 27

O=c1cc(-c2ccc(O)c(O)c2)oc2c1ccc1ccccc12
  KCNQ2 inh: / | STK33 inh: 4.8 | OX1R FRET antag: 21

The results go on:
SMILES | KCNQ2 inh | STK33 inh | OX1R FRET antag
CC(C)C(NC(=O)c1c(F)cccc1F)C(=O)N1CCN(S(=O)(=O)/C=C/c2ccccc2)CC1 (stereo not drawn) | / | 0.7 | 7
CC1(C)Cc2c(cnn2-c2cccc(F)c2)C(NC(=O)CCN2CCCC2=O)C1 (stereo not drawn) | i | 0.0 | 7
Cc1ccc(-c2nc(CS(=O)CC(=O)NCCC(C)C)c(C)o2)cc1 (stereo not drawn) | i | -1.4 | 5
Cn1cc(-c2nnnn2-c2ccc(Cl)cc2)c(=O)c2ccccc21 | i | -1.1 | 4
CC(=O)c1ccc(N(CC(=O)NCC2CCCO2)C(=O)CCC(=O)Nc2cc(C)on2)cc1 (stereo not drawn) | i | -0.8 | 5
NC(=O)N/N=C/c1cn(CC(=O)Nc2ccc(F)cc2)c2ccccc12 | i | -0.1 | 18
CC(=O)n1cc([C@H]2C=C(C(=O)N3CCOCC3)O[C@@H](OCCCCO)C2)c2ccccc21 | i | 0.8 | 16
CCN(CC)CCCNC(=S)N(Cc1cccnc1)Cc1cc2cc(C)cc(C)c2[nH]c1=O | i | 0.3 | 10
Cc1cc(C)n2nc(-c3ccc(Cl)cc3)cc2n1 | i | -1.5 | 11
CN(C)c1ccc(NC(=O)c2cccc(C(=O)Nc3ccc(N(C)C)cc3)n2)cc1 | i | 0.1 | 8
NC(N)=NC(=O)c1nc(Cl)c(N)nc1N | i | 1.7&3.8&2.2 | 18&27&7
CN1CCN(CC(=O)Nc2c(C#N)cnn2-c2ccccc2)CC1 | i | -0.2 | -3
N/C(=N\N=C\c1ccc(O)cc1)c1nonc1N | i | 10 | 7
Cc1ccccc1OCC(=O)NCCNC(=O)c1ccncc1 | i | 0.5 | 12
COc1cc(CN2CCC(n3nccc3NC(=O)C3CCOC3)CC2)ccc1F (stereo not drawn) | i | -0.9 | 24
O=C(N/N=C/c1c[nH]c2ccccc12)c1ccccc1Cl | i | -0.4 | /
COc1ccc(C(=O)O/N=C(\N)c2ccccc2)cc1OC | i | 0.3 | 0
COc1ccc(-c2[nH]ncc2CN2CCCO2)cc1F | i | 1.2 | 14
Cn1c(O)c(N=NC(=O)c2cccc(S(=O)(=O)N3CCCCC3)c2)c2ccccc21 | i | 0.2 | 18
C[C@H](NC(=O)[C@@H]1CSC2c3ccccc3C(=O)N21)C(=O)NCCc1ccccc1 (stereo partly drawn) | i | 0.2 | 13
CC(=O)c1cc2c(cc1NS(=O)(=O)c1ccccc1F)OCO2 | i | -3.8 | 6
O=C(Nc1cccc(S(=O)(=O)N2CCOCC2)c1)c1ccco1 | i | 1.6 | 8
C[C@@H]1CN(C(=O)c2nc3ccc(Cl)cn3c2CN[C@H]2CCCCNC2=O)C[C@H](C)O1 | i | 0.0 | 8
O=C(c1cccs1)n1cc(C(=S)N2CCOCC2)c2ccccc21 | i | -0.9 | 17
CC1(C)C(C=C(Cl)Cl)C1C(=O)N(Cc1ccc(Cl)cc1)C1CCS(=O)(=O)C1 (stereo not drawn) | i | 0.8 | 11

Additional compounds:
SMILES | KCNQ2 inh | STK33 inh | OX1R FRET antag
COc1cc(/C=C(\C#N)c2[nH]nc(N)c2C#N)cc(OC)c1O | i | 6.8 | 21
CC(Cc1ccccc1)C(=O)N(C)Cc1ccccc1 (stereo not drawn) | i | -1.0 | 18
CCC(=O)c1c[nH]c(C(=O)NCC2CCCO2)c1 (stereo not drawn) | i | -0.7 | 14
O=C(/C=C/c1ccc(Cl)cc1)Nc1ccc(S(=O)(=O)Nc2ncccn2)cc1 | i | -0.6 | 12
COC(=O)c1cc(=O)n(-c2ccccc2)c(=Nc2ccccc2)s1 | i | -1.0 | 11
O=S(=O)(Nc1cccc(S(=O)(=O)N2CCOCC2)c1)c1ccc(Cl)s1 | i | -1.9 | 21
CCOc1ccc2c(c1)-c1c(ssc1=S)C(C)(C)N2C(=O)CSC1=NCCS1 | i | 0.1 | 30
Cc1ncc(S(=O)(=O)c2ccc(Cl)cc2)c(N)n1 | i | -0.5 | 18
CC(=O)Nc1ccc(S(=O)(=O)NCCC(=O)N2CCN(C(c3ccccc3)c3ccccc3)CC2)cc1 | i | 0.4 | 13
CCCc1nc(NC(C)=O)c(C#N)c(-c2ccco2)c1CC | i | 0.2 | 8
CCOC(=O)c1ccc(NC(=O)N2C3CCCC2CC(NC(C)=O)C3)cc1 (stereo not drawn) | i | 0.1 | -2
N#Cc1c(-c2ccccc2)nc(N2CCOCC2)[nH]c1=O | i | -0.7 | 12
CC1C=Cc2ccccc2N1C(=O)c1ccccc1 (stereo not drawn) | i | -1.1 | 5
O=C(NCCC1=CCCCC1)c1ccc(Cl)c(S(=O)(=O)N2CCOCC2)c1 | i | -0.3 | 9
O=C(OCC(=O)c1cccs1)C1=COCCO1 | i | -0.6 | 9
O=C(NC1CCCCC1)c1ccc2[nH]c(=O)c(=O)[nH]c2c1 | i | -0.6 | 0
CC(C)n1c(O)c(/C=C2\C=NN=C2c2ccccc2)sc1=S | i | 0.9 | 16
Cc1ccc(C)c(-c2cc(C(=O)Nc3nccs3)c3ccccc3n2)c1 | i | -0.9 | 10
CCOCCCNC(=O)c1cc2c(s1)-c1ccccc1SC2 | i | -5.7 | 0
CCCNC(=O)OC[C@H]1O[C@H](CCO/N=C/c2ccc(C(=O)N3[C@H](c4ccc(C)cc4)[C@@H](C)CC[C@H]3C(=O)OC)cc2)C=C[C@@H]1Oc1ccc(OC)cc1 | i | 0.4 | 17
N#CCN1CCN(CCC(=O)Nc2ccc(OCc3ccccc3)cc2)CC1 | i | 0.4 | 7
O=C(Nc1ccncc1)OCc1ccccc1 | i | 1.5 | -2
O=C(CCN=C1NS(=O)(=O)c2ccccc21)OCC(=O)c1ccc(F)c(F)c1 | i | 0.0 | 14
COc1ccc(/C(N)=N/OC(=O)Cc2ccccc2OC)cc1 | i | -1.1 | 8
CCc1ccc(/C(C)=N/Nc2cc(Cl)nc(C)n2)cc1 | i | -0.8 | 19

Structural class, those above containing an NH in an aromatic ring (eight)
SMILES | KCNQ2 inh | STK33 inh | OX1R FRET antag
NC(=O)c1ccsc1NC(=O)COC(=O)Cc1n[nH]c(=O)c2ccccc12 | i | -0.7 | 16
CCN(CC)CCCNC(=S)N(Cc1cccnc1)Cc1cc2cc(C)cc(C)c2[nH]c1=O | i | 0.3 | 10
O=C(N/N=C/c1c[nH]c2ccccc12)c1ccccc1Cl | i | -0.4 | /
COc1ccc(-c2[nH]ncc2CN2CCCO2)cc1F | i | 1.2 | 14
COc1cc(/C=C(\C#N)c2[nH]nc(N)c2C#N)cc(OC)c1O | i | 6.8 | 21
CCC(=O)c1c[nH]c(C(=O)NCC2CCCO2)c1 (stereo not drawn) | i | -0.7 | 14
N#Cc1c(-c2ccccc2)nc(N2CCOCC2)[nH]c1=O | i | -0.7 | 12
O=C(NC1CCCCC1)c1ccc2[nH]c(=O)c(=O)[nH]c2c1 | i | -0.6 | 0

Carrying on.
SMILES | KCNQ2 inh | STK33 inh | OX1R FRET antag
CNc1ccc(Br)cc(C(=O)/C=C/c2cccc(OC)c2OC)c1=O | i | -0.9 | 20
Cc1cccc(NC(=O)c2ccoc2C)n1 | i | -0.9 | 7
CCCC(=O)Nc1ccc(C(=O)NCC2CCCO2)cc1 (stereo not drawn) | i | -0.5 | 9
Cc1ccc2nc(SCc3nc4c(cnn4-c4ccccc4)c(=O)[nH]3)[nH]c2c1 | i | -0.3 | 90*
COc1ccc(-n2c(SCC(=O)Nc3cc(C)on3)nc3c([nH]c4ccccc43)c2=O)cc1OC | i | -0.3 | 9
Cc1ccc(N(CC(=O)NC(C)(C)C)C(=O)CNC(=O)c2cccs2)c(C)c1 | i | 0.7 | 6
N#Cc1c(NC(=O)COC(=O)c2ccc(F)cc2)sc2c1CCC2 | i | -2.6 | 0
Nc1nonc1NC(=O)NN=C1CCCCC1 | i | 0.1 | 17
CN(C)c1ccc(C=Nc2ccccc2C(N)=O)cc1 | / | 0.6 | 37
COc1ccccc1CNC(=O)C1(NC(=O)Nc2ccc(C)cc2)CCCCC1 | i | -0.7 | 8
O=C(c1ccco1)N1CCN(Cc2nnc(-c3cccc(Cl)c3)o2)CC1 | i | 1.7 | 0
CC(C)c1ccc(NC(=O)CSc2n[nH]c(=O)n2-c2ccc3c(c2)OCCO3)cc1 | i | -2.0 | 6
CC1(C2CC(C(F)(F)F)n3nc(C(=O)O)cc3N2)CC1 (stereo not drawn) | i | 0.3 | 10
CCN1C(=O)N/C(=C/c2cc(C)n(Cc3ccccc3)c2C)C1=O | i | 0.8 | 13
COc1ccccc1NC(=O)COC(=O)c1ccccc1SCC(=O)N1CCCC1 | i | 5.4 | 24
CCCn1c(SCC(=O)N2CCN(c3ccccc3)CC2)nc2ccccc2c1=O | i | -2.0 | 24
OCCCCNCc1cc(Br)ccc1OCc1ccccc1 | i | 0.0 | 8
CCC(=O)NC1(C(F)(F)F)C(=O)Nc2c1c(=O)[nH]c(=O)n2Cc1ccco1 (stereo not drawn) | i | -0.3 | 4
O=C(c1cc(Cl)nc2ccccc12)N1CCN(S(=O)(=O)c2cccc(C(F)(F)F)c2)CC1 | i | -0.8 | 4
Cn1c(=O)[nH]c(=O)c2c1nc(NCc1ccccc1)n2CCCc1ccccc1 | i | -0.8 | 9
O=c1cc(Cc2ccccc2)[nH]c(=S)[nH]1 | i | -1.0 | 3
N#CC1=C(N)Oc2n[nH]c(-c3cccs3)c2C1c1ccsc1 (stereo not drawn) | i | 0.5 | 17
Cc1ccc(NS(=O)(=O)c2cc(C(=O)Nc3cccc(N(C)S(C)(=O)=O)c3)ccc2C)c(C)c1 | i | -1.5 | 40
COc1ccc(OC)c(-c2nc(CN3CCCCC3c3cccnc3)c(C)o2)c1 (stereo not drawn) | i | 0.8 | 16
Cc1cccc(NC(=O)COC(=O)c2ccccc2SCC(=O)N2CCCC2)c1 | i | -1.0 | 5
O=C(O)c1cc(NS(=O)(=O)c2ccc(NCc3ccccc3)c([N+](=O)[O-])c2)cc(C(=O)O)c1 | i | -2.9 | 1
